NCI-60 one-dose screen, 48 h, at 10 µM unless noted. Numbers give growth in % (100 = growth as untreated, 0 = no growth, -100 = all killed).
SK-OV-3 – SK-OV-3 ovarian cancer cells | AID 1794785 | hit rate 3.2% among 80,000
PC-3 – PC-3 prostate cancer cells; hit rate 3.9% among 80,000
DU-145 – DU-145 prostate cancer; hit rate 4.2% among 81,000; AID 1794760
IGROV1 – IGROV1 ovarian cancer; hit rate 4.7% among 79,000; AID 1794786
OVCAR-8 – OVCAR-8 ovarian cancer; AID 1794782; hit rate 4.4% among 81,000
OVCAR-4 – OVCAR-4 ovarian cancer cells; hit rate 3.7% among 80,000
OVCAR-5 – OVCAR-5 ovarian cancer | hit rate 2.9% among 82,000 | AID 1794783
OVCAR-3 – OVCAR-3 ovarian cancer; hit rate 7% among 79,000; AID 1794787
Active calls of the source: *; nt = not tested or not shown. The calls were made as follows: active = growth percent below 10; inactive = the rest.

SMILES | SK-OV-3 | PC-3 | DU-145 | IGROV1 | OVCAR-8 | OVCAR-4 | OVCAR-5 | OVCAR-3
N#Cc1c(-c2ccc(F)cc2)nc(N/N=C/c2c[nH]c3ccccc23)nc1N1CCOCC1 | 92.6 | 49.9 | 46.6 | 65.1 | 58.0 | 80.4 | 94.8 | 65.9
N#CCCC(C#N)(C#N)CCC#N | 107.6 | 96.7 | 113.5 | 114.3 | 101.1 | 121.4 | 111.3 | 111.8
O=C(CN1CCN(c2ncnc3c2cnn3-c2ccccc2)CC1)Nc1ccc(Br)cc1 | 76.7 | 49.1 | 67.9 | 58.1 | 64.7 | 56.5 | 78.2 | 60.6
COc1cccc(N)c1 | 90.2 | 78.5 | 106.3 | 136.2 | 107.9 | 88.6 | nt | 117.2
O=C(NCC1CC1)c1ccccc1NC(=O)c1cc2ccccc2oc1=O | 84.9 | nt | 110.6 | 100.5 | 82.3 | 83.1 | 93.1 | 126.9
CC1(C)OC2C(CO)OC(n3cnc4c(=S)nc(N)[nH]c43)C2O1 (stereo unspecified) | 95.4 | 83.8 | 106.9 | 113.9 | 97.8 | 111.4 | 91.8 | 109.1
Cc1ccn2c(C(=O)NCc3ccc(OCc4cn(Cc5ccc([N+](=O)[O-])cc5)nn4)cc3)c(C)nc2c1 | nt | 83.1 | 100.2 | 83.6 | 81.1 | 74.6 | 93.6 | 86.9
O=c1cc(N/N=C/c2ccc(Cl)cc2)c2cc(Cl)ccc2[nH]1 | 103.3 | 77.1 | 82.7 | 95.4 | 89.3 | 84.8 | 95.0 | 99.8
O=c1oc2c(O)cc(O)cc2cc1-c1ccccc1 | 98.6 | 96.8 | 102.4 | 89.2 | 97.9 | 101.3 | 88.8 | 103.3
CCOC(=O)C(C)(C)C(=O)OCC | 110.3 | 92.5 | 114.8 | 110.6 | 96.0 | 108.6 | 101.8 | 111.3
COc1ccc(-n2nc(C(=O)NCCCCCC(=O)NO)nc2-c2ccccc2)cc1 | 104.5 | 90.9 | 106.1 | 111.4 | 97.5 | 103.5 | 97.4 | 104.8
O=S(=O)(O)c1cc(O)c2ccccc2c1 | 92.8 | 85.1 | 104.6 | 83.2 | 92.5 | 101.5 | 101.5 | 106.9
C[C@H]1[C@H](C)CC[C@]2(C(=O)N3CCN(C)CC3)CC[C@]3(C)C(=CC[C@@H]4[C@@]5(C)C/C(=C/c6cccnc6)C(=O)C(C)(C)[C@@H]5CC[C@]43C)[C@H]12 | -89.5* | -79.6* | -81.5* | -69.2* | -76.2* | -24.9* | -77.8* | -93.2*
CC1=NN(Cc2nc(-c3ccccc3)n[nH]2)C(=O)C1 | 89.0 | 98.6 | 107.3 | 105.6 | 99.0 | 118.8 | 106.9 | 102.7
CCCCN(CCCC)CCNc1ccc(C)c2sc3ccc(Cl)cc3c(=O)c12 | 99.7 | 83.4 | nt | 84.9 | 97.5 | 107.4 | 90.3 | 105.1
CCOC(=O)c1csc(NC(=O)COc2cccc(/C=C3\CSc4ccccc4C3=O)c2)n1 | 35.0 | nt | 87.1 | 1.3* | 20.3 | 83.6 | 56.4 | -25.7*
COc1ccc(-c2cc(=O)c3c(C)cc(O)cc3o2)cc1OC | 102.7 | 82.2 | 98.8 | 70.1 | 80.1 | 96.5 | 81.7 | 95.4
NNC(=O)C(c1ccccc1)c1ccccc1 | 118.1 | 84.6 | nt | 101.6 | 102.3 | 109.2 | 91.2 | 109.0
Cc1ccc(C)c(NS(C)(=O)=O)c1 | 115.1 | 109.0 | 108.4 | nt | 106.0 | 107.2 | 97.6 | 97.7
CC(=O)Nc1cccc(Nc2nc(N[C@H](C)c3ccccc3)c3ccccc3n2)c1 | 94.8 | 45.5 | 65.0 | 51.8 | 74.8 | 34.9 | 70.6 | 55.9
COc1cccc(/C(C)=N\Nc2ccc([N+](=O)[O-])cc2[N+](=O)[O-])c1OC | 88.3 | 89.2 | 108.3 | 114.6 | 91.6 | 98.8 | 97.4 | 107.1
O=S(=O)(Nc1ccc2c(c1)OCO2)c1ccc(-c2cnc(C3CC3)o2)cc1 | 62.1 | 37.9 | 44.6 | 40.6 | 46.8 | 36.3 | 60.7 | 7.5*
Cc1cccc2nc3ccccc3c(Nc3ccc(NS(C)(=O)=O)cc3)c12 | 41.0 | 66.7 | 23.1 | 43.1 | 39.8 | 77.5 | 62.1 | 74.3
Cc1ccc(C(CC(=O)O)c2c(C)n(-c3ccccc3)[nH]c2=O)cc1 (stereo unspecified) | 102.7 | 94.8 | 106.8 | 101.5 | 96.5 | 100.6 | 104.1 | 109.5
Cc1cccc2c1S/C(=C/c1ccc([N+](=O)[O-])cc1)C2=O | 88.2 | 91.5 | 105.8 | 82.7 | 105.4 | 111.9 | 41.3 | 105.0

Complete entries, quoted from the list. Values in the order: SK-OV-3	PC-3	DU-145	IGROV1	OVCAR-8	OVCAR-4	OVCAR-5	OVCAR-3
`N#CCCC(C#N)(C#N)CCC#N` is listed as 107.6	96.7	113.5	114.3	101.1	121.4	111.3	111.8
`CCOC(=O)C(C)(C)C(=O)OCC` is listed as 110.3	92.5	114.8	110.6	96.0	108.6	101.8	111.3
`CC(=O)Nc1cccc(Nc2nc(N[C@H](C)c3ccccc3)c3ccccc3n2)c1` is listed as 94.8	45.5	65.0	51.8	74.8	34.9	70.6	55.9
`Cc1ccc(C)c(NS(C)(=O)=O)c1` is listed as 115.1	109.0	108.4	nt	106.0	107.2	97.6	97.7
`COc1cccc(/C(C)=N\Nc2ccc([N+](=O)[O-])cc2[N+](=O)[O-])c1OC` is listed as 88.3	89.2	108.3	114.6	91.6	98.8	97.4	107.1

(list continues)
SMILES | SK-OV-3 | PC-3 | DU-145 | IGROV1 | OVCAR-8 | OVCAR-4 | OVCAR-5 | OVCAR-3
Cc1ccc(-c2nc(/C=C/C(=O)c3ccc(F)cc3)co2)cc1 | nt | nt | 112.1 | 102.1 | 97.0 | 86.9 | 96.2 | 103.8
c1ccc(CNCCc2ccccn2)cc1 | 100.1 | 94.3 | 106.2 | 97.8 | 104.8 | 105.0 | 104.0 | 105.8
Cc1nn(-c2ccccc2)c(C)c1N=Nc1ccc2oc(=O)ccc2c1 | 109.4 | 86.0 | 101.2 | 92.6 | 99.7 | 92.6 | 105.6 | 105.0
O=C(Nc1ccccc1)OCCN1CCOCC1 | 109.2 | 98.3 | 103.5 | 122.8 | 99.2 | 107.5 | 102.0 | 104.8
Cc1ccc(C(O)C2CC2)cc1 (stereo unspecified) | 106.4 | 94.5 | 113.0 | 96.8 | 94.1 | 104.7 | 94.0 | 105.8
COc1cccc(/C=N/N=C(N)N)c1OC | 96.2 | 79.1 | 105.6 | 96.4 | 98.7 | nt | 103.2 | 104.9
CN(C)CCCOc1ccc2c(c1)CN(C(=O)c1cc(C(=O)N3Cc4cccc(F)c4C3)ccc1O)C2 | 112.2 | 101.8 | 94.9 | 113.3 | 100.9 | 99.0 | 108.4 | nt
Cc1nn(-c2nc(-c3ccc(C(F)(F)F)cc3)c(SC(C)C)s2)c(C(=O)O)c1-c1cccc(F)c1 | 81.9 | 53.1 | 67.3 | 78.3 | 28.6 | 71.8 | 72.5 | 49.9
Cc1cc2c(c(C)c1Cl)C(=O)/C(=C/c1ccccc1O)O2 | nt | 95.2 | 76.4 | 60.7 | 94.4 | 61.0 | 115.7 | 92.6
COc1ccc(-c2nnc(SCC(=O)c3ccccc3)o2)cc1 | 102.4 | 97.1 | 102.2 | nt | 108.8 | 107.7 | 100.1 | 105.2
NC(=O)c1nn(-c2ccccc2)nc1N1CCCC1 | 106.5 | 102.7 | 110.7 | 107.6 | 107.4 | 97.3 | 96.3 | 111.8
CCOC(=O)c1cnc2c(N=Nc3ccc(OC)cc3)c(N)nn2c1N | 108.5 | 98.7 | 102.0 | 93.7 | 101.8 | 111.1 | 110.1 | 112.6
COc1ccc(COC(=O)CC(C)C)cc1 | 101.6 | 94.4 | 107.2 | 105.8 | 96.1 | 108.7 | 100.2 | 104.5
Fc1ccc(C2=NN(c3cc(Cl)cc(Cl)c3)C(c3sc(Cl)nc3Cl)C2)cc1 (stereo unspecified) | 109.0 | 95.5 | 106.4 | 97.0 | 100.6 | 101.8 | 95.9 | 102.1
CC(=O)c1ccc(O)cc1 | 102.6 | 94.8 | 122.7 | 106.4 | 96.2 | 110.3 | nt | 113.0
COc1cc(C2CC(c3ccc(C(F)(F)F)cc3)=Nc3c(N)nc(N)nc3N2)ccc1Oc1nc(Nc2ccc(F)cc2)nc(N(C)C)n1 (stereo unspecified) | 90.8 | 30.7 | 59.9 | 39.8 | 46.9 | 37.1 | 89.1 | 76.1
O=C1C=Cc2cccc3ccc(O)c1c23 | 61.9 | 69.6 | 77.6 | 57.9 | 55.1 | 59.4 | 85.8 | 76.0
CC1(C)CN=C(Cc2ccccc2)NC1 | 111.1 | 106.3 | 102.6 | 100.4 | 99.9 | 100.6 | 97.7 | 104.1
O=c1c(-c2nc3ccccc3[nH]2)cc2ccccc2n1Cc1cn(Cc2ccc(F)cc2)nn1 | nt | 22.0 | -23.5* | 9.9* | 28.5 | 43.5 | -20.5* | 3.0*
CCCCCCCCSc1nnc(-c2c(C)nc3ccc(Cl)cn23)o1 | nt | 93.0 | 104.9 | 79.6 | 91.5 | 84.1 | 98.7 | 105.4
C(=N\Nc1nc(-c2ccccc2)cs1)/c1ccc2c(c1)Cc1ccccc1-2 | 98.5 | 89.4 | 94.7 | 97.1 | 101.3 | 93.5 | 125.7 | 114.9
CC(=O)c1sc(Nc2nc(O)c(C3=c4cc(OC(F)(F)F)ccc4=NC3=O)s2)nc1C | 100.6 | 89.0 | 107.0 | 103.2 | 101.5 | 110.8 | 108.3 | 100.8
O=C(Nc1nc(-c2ccc(Cl)cc2)cc(-c2ccc(Cl)cc2)n1)c1cccnc1 | 111.0 | 84.4 | 105.6 | 106.1 | 99.2 | 101.9 | 107.1 | 113.4
CN(C)Cc1cc(C(C)(C)c2ccccc2)ccc1O | 88.7 | 85.6 | 115.7 | 112.5 | 97.7 | 109.2 | 102.6 | 102.3
O=C(Nc1ccccc1S)c1ccc(-n2nc(-c3ccccc3)c3ccccc32)cc1 | 126.8 | 90.5 | 110.2 | 96.1 | 108.1 | 107.7 | 112.1 | 101.2

Retrieved by structure from the list above, 3 records:
SMILES | SK-OV-3 | PC-3 | DU-145 | IGROV1 | OVCAR-8 | OVCAR-4 | OVCAR-5 | OVCAR-3
CC(=O)c1sc(Nc2nc(O)c(C3=c4cc(OC(F)(F)F)ccc4=NC3=O)s2)nc1C | 100.6 | 89.0 | 107.0 | 103.2 | 101.5 | 110.8 | 108.3 | 100.8
c1ccc(CNCCc2ccccn2)cc1 | 100.1 | 94.3 | 106.2 | 97.8 | 104.8 | 105.0 | 104.0 | 105.8
COc1cccc(/C=N/N=C(N)N)c1OC | 96.2 | 79.1 | 105.6 | 96.4 | 98.7 | nt | 103.2 | 104.9

New compounds follow
SMILES | SK-OV-3 | PC-3 | DU-145 | IGROV1 | OVCAR-8 | OVCAR-4 | OVCAR-5 | OVCAR-3
Clc1ccc(/C=C/c2cc(/C=C/c3c(Cl)cccc3Cl)nc3ccccc23)cc1 | 104.3 | 91.9 | 104.1 | 93.0 | 104.8 | 91.4 | 102.6 | 113.2
CSCCN1C(=O)C(=O)c2cc(F)ccc21 | nt | 99.8 | 109.3 | 119.2 | 101.4 | 92.2 | 108.9 | 91.8
COc1cccc(-c2nnc3c4c(ncn23)N(C)c2ccccc2C(C)C4)c1 (stereo unspecified) | 114.6 | 86.1 | 102.7 | 109.8 | 109.8 | 85.7 | 101.6 | 115.0
O=S(=O)(c1ccc2c(c1)CCCN2)N1CCC[C@H]2CCCC[C@@H]21 | 101.6 | 97.6 | 112.6 | nt | 72.7 | 48.4 | 92.4 | 101.0
O=C(C[n+]1ccc(-c2ccncc2)cc1)c1ccc(O)c(O)c1 | 108.3 | 93.1 | 109.6 | 102.6 | 103.8 | 101.4 | 107.7 | 111.8
CN(C)CC/C=C1\c2ccccc2CSc2ccccc21 | 105.5 | 90.4 | 127.9 | nt | 97.4 | 106.0 | 105.0 | 113.8
O=C(/C=C/c1cc2ccccc2[nH]1)CC(=O)/C=C/c1cc2ccccc2[nH]1 | 100.6 | 84.3 | nt | 92.1 | 95.8 | 102.0 | 109.6 | 99.0
NCCOCCOc1nc(Oc2ccccc2C(=O)O)cc(-c2ccco2)n1 | 103.9 | 87.9 | 109.4 | 107.1 | 98.1 | 105.9 | nt | 109.8
COc1ccc(Nc2ncnc3sc4c(c23)CCN(Cc2ccccc2)C4)cc1 | 102.4 | 68.8 | 94.3 | 80.8 | 82.8 | 68.4 | 106.2 | 93.7
CC(=O)c1cc(C(=O)c2ccc3c(c2)Sc2ccccc2N3)c2c(C)cc(C)cn12 | 21.0 | nt | 2.2* | 28.3 | nt | 39.8 | 39.7 | -26.1*
COc1ccc(OCCSc2nc3sc4c(c3c(=O)[nH]2)CCCC4)cc1 | 96.2 | 103.8 | 103.8 | 107.0 | 102.9 | 93.0 | 97.3 | 110.1
OCc1ccc(-c2ccc(-c3ccc(CO)s3)o2)s1 | 78.2 | 73.1 | 6.6* | -73.0* | nt | -22.4* | 102.9 | -30.8*
N#Cc1c(-c2ccccc2Cl)c(C#N)c(=O)n(-c2cccc(C(F)(F)F)c2)c1N | 93.5 | 98.0 | 105.0 | 91.9 | 107.0 | 94.9 | 87.0 | 99.9
CCN1C(=O)N(CC)C2SC(N/N=C/c3ccccc3)=NC21 (stereo unspecified) | 38.3 | 28.0 | 22.5 | 28.0 | 8.6* | 71.6 | 51.6 | nt
O=C(Nc1ccc2ccccc2c1)c1cc2ccccc2cc1O | 94.3 | 78.0 | 13.3 | 59.8 | 101.9 | 82.9 | 98.8 | -0.8*
Cc1nc2ccc(Cl)cc2c(=O)[nH]1 | 102.8 | 102.5 | 98.6 | 101.0 | 102.0 | 86.7 | 95.4 | 97.7

Screening data from PubChem BioAssay.

Random draw from the library (roughly 10% active in at least one column).
